Y pestis TopoI: Yersinia pestis topoisomerase I inhibitors, primary screen, biochemical, cleavage product accumulation, plate reader, single point | Y. pestis Topo-I cleavage product accumulation | activity, % at 10 µM | DNA topoisomerase I (Yersinia pestis CO92) | actives 0.064% (n = 360,000); in the data active = activity above about 50%, passing the limit was not always enough; also: inactives centre near 2
CCHF vOTU inh: CCHFV vOTU protease inhibitors, primary screen, biochemical, Pep-AMC substrate, fluorescence; AID 651958, 2012; Crimean-Congo hemorrhagic fever virus L polyprotein viral ovarian tumor (vOTU) protease …; actives 0.55% (n = 370,000); inhibition, % at 11.5 µM; in the data active = inhibition above about 30%; also: 0% = vehicle wells with enzyme and 100% = no enzyme wells
SSB-PriA inh: inhibitors of Klebsiella pneumoniae PriA binding to SSB C-terminal tail, primary screen, biochemical, AlphaScreen | PriA–SSB C-terminal tail interaction (Klebsiella pneumoniae) | AID 1272365, 2023 | actives 0.6% (n = 430,000) | AlphaScreen SSBct-PriA binding, biotinylated peptide | inhibition, % at 33 µM; in the data active = inhibition mostly above about 37%, no sharp cut-off; inactive = mostly below about 20%;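 also: plate controls were negative control peptide for no effect and reference peptide for full effect; strong numbers were not always called active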
TcdB inh: TcdB glycohydrolase inhibitors, primary screen, biochemical, single point, plate reader. Toxin B (Clostridioides difficile), P18177. TcdB glycohydrolase enzymatic assay. inhibition, % at 9.99 µM. actives 0.24% (n = 350,000). AID 652162, 2013; in the data active = inhibition above about 10%
VHR inh abs: VHR1 phosphatase inhibitors, primary screen, biochemical, absorbance, uHTS; recombinant VHR phosphatase, pNPP absorbance; actives 0.52% (n = 290,000); AID 1654, 2009; inhibition, % at 13.3 µM; Dual specificity protein phosphatase 3 (Homo sapiens), P51452; in the data active = inhibition above about 50%; also: some compounds called inactive have numbers as strong as hits
Target sequence (P51452 whole entry, looked up): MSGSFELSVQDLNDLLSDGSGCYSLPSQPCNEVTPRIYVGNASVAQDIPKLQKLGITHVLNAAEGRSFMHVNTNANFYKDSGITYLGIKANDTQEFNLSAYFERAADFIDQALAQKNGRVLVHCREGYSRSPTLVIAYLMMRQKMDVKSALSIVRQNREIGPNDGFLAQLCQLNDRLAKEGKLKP
BH1578 lux ind: inducers of Vibrio cholerae quorum light production without autoinducers, primary screen, BH1578 luxS cqsA deficient, single point | activation, % at 18.7 µM | actives 0.16% (n = 350,000) | AID 588436, 2011 | V. cholerae BH1578 lux reporter, luminescence, 6 h; in the data active = activation mostly above about 9.7%, no sharp cut-off; also: not every result past the cut was called active; inactives centre near 0; reference of the scale not given here
PrPC surface inh: inhibitors of human cell surface prion protein PrPC, primary screen, cell-based, TR-FRET; TR-FRET read-out; inhibition, % at 13.8 µM; actives 0.43% (n = 370,000); AID 720596, 2013; in the data active = inhibition above about 24%; also: 0% = median of the test wells and 100% = reference compound wells
3CLpro inhibitor: SARS-CoV 3CLpro protease inhibitors, primary screen, biochemical, quenched FRET; inhibition, % at 6 µM; recombinant SARS-CoV 3CLpro, quenched FRET peptide cleavage; AID 1706, 2009; actives 0.14% (n = 290,000); in the data active = inhibition above about 12%
Rv3671c protease: Rv3671c serine protease inhibitors, primary screen, biochemical, fluorescence polarization, M. tuberculosis H37Rv; P9WHR9; inhibition, % at 5.96 µM; actives 0.048% (n = 320,000); AID 2606, 2010; in the data active = inhibition above about 38%;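 also: extracellular domain of Rv3671c used as enzyme; 0% = enzyme with DMSO and 100% = no enzyme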
Target sequence (P9WHR9 whole entry, looked up, the tested form may be a part): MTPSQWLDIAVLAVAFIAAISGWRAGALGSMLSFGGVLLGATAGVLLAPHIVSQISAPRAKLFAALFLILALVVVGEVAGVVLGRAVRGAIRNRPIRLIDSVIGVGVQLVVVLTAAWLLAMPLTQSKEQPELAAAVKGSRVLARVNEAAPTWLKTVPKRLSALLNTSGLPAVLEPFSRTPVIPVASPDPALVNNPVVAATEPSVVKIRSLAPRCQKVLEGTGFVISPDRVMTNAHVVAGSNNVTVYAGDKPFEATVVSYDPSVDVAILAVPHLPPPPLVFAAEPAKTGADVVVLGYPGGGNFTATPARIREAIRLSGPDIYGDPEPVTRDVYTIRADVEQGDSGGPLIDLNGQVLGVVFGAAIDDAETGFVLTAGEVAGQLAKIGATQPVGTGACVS
MazF activator: activators of E. coli MazEF toxin-antitoxin RNase, primary screen, biochemical, fluorescence, uHTS; FAM/BHQ RNA-DNA oligo cleavage fluorescence, 5 h; activation, % at 20 µM; actives 0.32% (n = 350,000); AID 504720, 2011; in the data active = activation above about 50%
Target sequence (P0AE70 whole entry, looked up): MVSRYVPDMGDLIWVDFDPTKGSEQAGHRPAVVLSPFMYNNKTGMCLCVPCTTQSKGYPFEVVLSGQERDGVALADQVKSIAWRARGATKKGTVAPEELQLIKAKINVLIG
* marks the source's active call; other numbers are inactive results; i = inactive; . = no result given. This is a subset. The share of hits here may be higher or lower than overall.

nr	SMILES	Y pestis TopoI	CCHF vOTU inh	SSB-PriA inh	TcdB inh	VHR inh abs	BH1578 lux ind	PrPC surface inh	3CLpro inhibitor	Rv3671c protease	MazF activator
1	O=C(CSc1nnc(NC(=O)c2ccc(F)cc2)s1)NC1CC1	7	2	-10	2.0	10	-1.5	4	0	3	3
2	CCC(=O)N1CCC1(C)C(=O)Nc1ccc2c(c1)OCO2 (stereo unspecified)	6	-3	.	1.2	.	i	-3	.	.	.
3	Cc1cc(S(N)(=O)=O)c(N)c(S(N)(=O)=O)c1	-5	-30	-9	-1.4	38	i	2	-4	-11	-3
4	CN(C)S(=O)(=O)c1ccc(NC(=O)CN2CCCc3ccccc32)cc1	1	-6	1	-0.2	-7	0.3	8	1	5	12
5	CCOC(=O)CSc1nc2nc(C)cc(C)n2n1	13	-5	-2	0.6	24	0.6	0	2	0	10
6	Cn1c(=O)c2nc(SCCO)n(C)c2n(C)c1=O	3	-3	2	1.6	.	-5.9	-6	.	.	4
7	CCC1C2CN(C(C)=O)CC=C2C(C#N)=C(N)C1(C#N)C#N (stereo unspecified)	-1	-8	29	.	33	-0.3	2	1	-1	-7
8	CS(=O)(=O)c1ccc(-c2csc(-c3cccnc3)n2)cc1	-3	8	-4	1.9	34	i	-6	0	-7	15
9	COc1ccc(CC(=O)N2CCN(S(=O)(=O)c3cc(Cl)ccc3Cl)CC2)cc1	18	-3	0	2.1	.	i	-1	.	9	0
10	O=C(c1cccc(F)c1)N1CCC(c2nc3ccccc3s2)CC1	16	3	8	1.1	16	0.4	2	-4	-10	6

Following part:
nr	SMILES	Y pestis TopoI	CCHF vOTU inh	SSB-PriA inh	TcdB inh	VHR inh abs	BH1578 lux ind	PrPC surface inh	3CLpro inhibitor	Rv3671c protease	MazF activator
11	O=C(CNC(=O)c1nc[nH]c1C(=O)N1CCNCC1)OCc1ccccc1	-2	-3	2	0.3	.	3.7	-1	.	-4	0
12	CCN1CCCC1CNC1=NCCCCC1 (stereo unspecified)	-4	10	-13	.	6	-0.4	-2	1	-1	4
13	CN(CC(=O)Nc1c(Cl)cccc1Cl)C(=O)c1ccc(NS(=O)(=O)c2ccc3[nH]c(=O)[nH]c3c2)cc1	-1	2	4	1.0	.	-1.6	3	.	.	7
14	Cc1ccc(NS(=O)(=O)c2sc3ccc(Cl)cc3c2C)cc1	12	-4	-19	-0.7	-23	-0.4	-1	12	-18	-3
15	O=C(O)c1ccc2c(c1)C(=O)N([C@H](Cc1cccc3ccccc13)C(=O)O)C2=O	0	6	.	-0.1	.	-0.4	-6	.	.	.
16	O=C(O)c1ccc(NS(=O)(=O)c2ccc(Cl)cc2)cc1	7	-3	-9	.	-7	i	-3	2	0	4
17	Cc1cc(C(=O)Cn2cc(C(F)(F)F)ccc2=O)c(C)n1CC1CCCO1 (stereo unspecified)	2	-1	-1	-0.3	.	i	-5	.	-2	-3
18	COc1cc2nc(-c3cccs3)oc(=O)c2cc1OC	2	-14	-10	0.0	.	i	-3	2	-6	-2
19	COc1ccc(-c2ccc(OC)c(OC)c2OC)cc1	10	-7	-26	1.4	.	0.8	-1	.	.	5
20	Cc1ccc(-c2nn(-c3ccccc3)c3[nH]c(=O)c(CNCc4ccccc4)cc23)cc1	17	0	7	0.1	-5	-0.6	2	-5	14	-20

Later entries
nr	SMILES	Y pestis TopoI	CCHF vOTU inh	SSB-PriA inh	TcdB inh	VHR inh abs	BH1578 lux ind	PrPC surface inh	3CLpro inhibitor	Rv3671c protease	MazF activator
21	CCCCNC(=O)CSc1nc(O)cc(=O)n1C1CCCC1	3	-6	-7	1.3	13	-0.3	-3	1	-1	0
22	c1ccc(CCNc2ncnc3c2cnn3-c2ccccc2)cc1	-8	-8	-39	1.6	30	i	10	-2	-11	0
23	CCOC(=O)C1NN=C(C(=O)c2ccc(C)cc2)C1c1ccc(C)cc1 (stereo unspecified)	17	8	3	.	-2	-0.7	9	5	-6	-32
24	Oc1ccccc1/C=N/n1c(-c2ccccc2)n[nH]c1=S	1	4	.	3.7	22	-0.3	-5	-3	-1	1
25	O=C1c2cccnc2C(=O)N1CO	7	2	-1	.	14	i	-1	0	3	10
26	CCc1nnc2n1N=C(c1ccc(Br)cc1)CS2	8	3	-3	1.4	.	i	10	7	2	5
27	O=C1C(=O)N(CC2COc3ccccc3O2)c2ccccc21 (stereo unspecified)	9	-11	6	0.2	12	i	-10	23*	-11	0
28	O=C(Nc1ccn(CCCN2CCC(N3CCOCC3)CC2)c(=O)n1)OCc1ccccc1	10	-9	.	1.1	.	-0.2	-7	.	.	5
29	O=C(OCc1c(F)cccc1Cl)c1cccnc1Cl	-2	-3	-7	0.4	19	-0.2	0	-1	-10	0
30	COc1ccc(-c2cc(CCCC(=O)N3CCN(c4ccc(OC)cc4)CC3)no2)cc1	6	-8	-7	-0.3	25	-1.5	9	6	-5	14

Random excerpt: two records from the list, in no set order.
nr	SMILES	Y pestis TopoI	CCHF vOTU inh	SSB-PriA inh	TcdB inh	VHR inh abs	BH1578 lux ind	PrPC surface inh	3CLpro inhibitor	Rv3671c protease	MazF activator
25	O=C1c2cccnc2C(=O)N1CO	7	2	-1	.	14	i	-1	0	3	10
2	CCC(=O)N1CCC1(C)C(=O)Nc1ccc2c(c1)OCO2 (stereo unspecified)	6	-3	.	1.2	.	i	-3	.	.	.

Additional compounds:
nr	SMILES	Y pestis TopoI	CCHF vOTU inh	SSB-PriA inh	TcdB inh	VHR inh abs	BH1578 lux ind	PrPC surface inh	3CLpro inhibitor	Rv3671c protease	MazF activator
31	COc1cccc(CNC(=O)CCC2CCCN(C(=O)c3cc(C4CC4)[nH]n3)C2)c1 (stereo unspecified)	1	-7	-8	0.9	-5	-0.2	2	-11	6	2
32	Cc1cc(Nc2ccc(C)c(Br)c2)n2nc(C)nc2n1	7	5	-11	0.8	18	-0.2	-1	0	-3	4
33	Cc1cccc(Cn2cc(C=O)c3ccccc32)c1	9	-4	-18	0.9	-14	0.6	7	-1	-12	0
34	O=[N+]([O-])c1ccc(CNCCc2ccccc2)cc1	1	-1	-10	1.2	15	i	-3	4	0	1
35	Cc1ccc(NC(=O)CN(C)C(=O)CSc2ccccc2F)cc1	-6	-9	-13	1.5	.	6.8	2	.	3	-9
36	CCCC(C)c1nnc(NC(=O)COc2ccc3c(c2)OCO3)s1 (stereo unspecified)	14	7	-8	1.5	2	-0.5	-3	6	-18	-23
37	COc1ccc(-n2c(SCC(=O)NNC(=O)c3ccccc3C)nnc2-c2ccncc2)cc1	0	-3	-3	.	10	-0.3	-3	7	-4	-2
38	Nc1nc2nc(-c3ccc(F)cc3)cc(C(F)(F)F)n2n1	-5	-71	-1	0.5	24	i	-5	-2	6	-2
39	C=CCOc1ccc(CNc2nccs2)cc1OC	2	5	-10	.	0	i	4	0	5	0
40	O=C(N[C@@H](Cc1ccccc1)C(=O)NCc1ccc(F)cc1)C1CCNCC1	-1	13	-6	-2.0	32	-0.4	-4	-1	-2	7

(more compounds)
nr	SMILES	Y pestis TopoI	CCHF vOTU inh	SSB-PriA inh	TcdB inh	VHR inh abs	BH1578 lux ind	PrPC surface inh	3CLpro inhibitor	Rv3671c protease	MazF activator
41	CCS(=O)c1ccccc1C(=O)OCC(=O)Nc1ccc2ccccc2c1 (stereo unspecified)	16	3	-1	0.3	.	-0.5	7	.	4	2
42	O=C1c2ccccc2C(=O)N1c1ccccc1	2	-1	-27	0.7	.	-0.3	-4	.	.	9
43	CCCCNC(=O)CCC(=O)NNc1nc2ccccc2c2nc(C)nn12	-5	-12	11	.	-2	-0.3	4	-6	0	10
44	CC(NC(=O)Cc1ccccc1F)c1ccc(F)cc1 (stereo unspecified)	6	-11	-23	-1.7	2	-0.3	3	1	3	3
45	COc1cccc(CNCC(=O)Nc2ccc(N3CCOCC3)cc2)c1	-4	-1	2	0.8	8	0.9	2	3	-6	2
46	CCOC(=O)C1(C#N)Cc2ccccc2C1	5	-4	-3	0.5	.	1.6	4	.	.	7
47	O=C(Nn1cnnc1)C(c1ccccc1)c1ccccc1	-2	-2	-8	.	2	-0.4	4	-4	0	3
48	Cc1ccc(-c2nc(Nc3ccccc3)n[nH]2)cc1	-9	14	8	.	-11	-0.6	-3	2	3	6
49	COc1ccc(-n2c(-c3ccccc3)nc(=S)c3c2CCCC3)cc1	-2	8	2	.	2	i	10	3	-10	13
50	Cc1cc(C(=O)OCC(=O)N(C)c2ccccc2)c2ccccc2n1	18	1	-15	-1.2	.	-0.8	-9	.	-14	11

Of the compounds above, these have a thiophene ring, fused or not.
nr	SMILES	Y pestis TopoI	CCHF vOTU inh	SSB-PriA inh	TcdB inh	VHR inh abs	BH1578 lux ind	PrPC surface inh	3CLpro inhibitor	Rv3671c protease	MazF activator
14	Cc1ccc(NS(=O)(=O)c2sc3ccc(Cl)cc3c2C)cc1	12	-4	-19	-0.7	-23	-0.4	-1	12	-18	-3
18	COc1cc2nc(-c3cccs3)oc(=O)c2cc1OC	2	-14	-10	0.0	.	i	-3	2	-6	-2

(further entries)
nr	SMILES	Y pestis TopoI	CCHF vOTU inh	SSB-PriA inh	TcdB inh	VHR inh abs	BH1578 lux ind	PrPC surface inh	3CLpro inhibitor	Rv3671c protease	MazF activator
51	CCn1c(O)c(/C=N/NC(=O)c2ccncc2)c(=O)n(CC)c1=S	-10	3	.	0.1	-28	-3.6	-2	1	.	-19
52	O=C(CCC(=O)NCCO)NCCO	-5	0	3	-0.4	23	i	-3	2	0	1
53	CCOC(=O)CNC(=O)OC1CCN2Cc3ccccc3N=C12 (stereo unspecified)	-2	-12	11	-2.4	-6	-0.5	-3	3	-2	4
54	O=C(CN1C(=O)c2cccc3cccc1c23)Nc1ccccc1C(=O)NCc1ccco1	6	5	-8	.	.	i	-10	3	-7	-1
55	CC(C)COc1cccc(C(=O)Nc2cc(S(=O)(=O)N3CCOCC3)ccc2N2CCCC2)c1	0	24	-10	0.1	.	-0.7	12	.	.	-9
56	Cc1nnc2sc(-c3cccc4ccccc34)nn12	3	-11	-13	.	15	i	-9	-5	-8	-5
57	CCOc1cc(S(=O)(=O)NCCCN2CCOCC2)ccc1F	7	9	-1	1.6	-11	.	1	-3	-3	1
58	CCC(OC(=O)c1cccs1)C(=O)NCc1ccco1 (stereo unspecified)	6	8	-23	.	-17	i	-4	0	-11	-10
59	CSCCC(NS(=O)(=O)c1ccc(Cl)cc1)C(=O)OCc1cccc(Cl)c1 (stereo unspecified)	39	4	-44	0.9	-7	-0.2	-5	3	-15	-1

Whole records from above. Values in the order: Y pestis TopoI | CCHF vOTU inh | SSB-PriA inh | TcdB inh | VHR inh abs | BH1578 lux ind | PrPC surface inh | 3CLpro inhibitor | Rv3671c protease | MazF activator
Results for Cc1nnc2sc(-c3cccc4ccccc34)nn12 → 3 | -11 | -13 | . | 15 | i | -9 | -5 | -8 | -5
Results for O=C(CN1C(=O)c2cccc3cccc1c23)Nc1ccccc1C(=O)NCc1ccco1 → 6 | 5 | -8 | . | . | i | -10 | 3 | -7 | -1
Results for CCC(OC(=O)c1cccs1)C(=O)NCc1ccco1 (stereo unspecified) → 6 | 8 | -23 | . | -17 | i | -4 | 0 | -11 | -10
